CF NFkB block: cystic fibrosis NF-kB activation inhibition; hit rate 0.86% among 360,000; inhibition, % at 5 µM; KKLEB NF-kB-GFP reporter, PAF-induced, GFP fluorescence overnight;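 active = at least 50% inhibition at 5 µM, scaled per plate between neutral and stimulator controls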;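 also: PAF is a Pseudomonas aeruginosa culture filtrate used as stimulus; plate controls were PAF-stimulated DMSO wells for no effect and unstimulated DMSO wells for full effect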
CaV13 ICDI inh: Disruptors of the CACNA1D IQ motif to Ca2+-dependent inactivation inhibitor domain association, primary screening, Förster resonance energy transfer in intact living …; HEK cells, CFP/YFP FRET ICDI-IQ, plate reader, 10 min; percent FRET-ratio fall versus neutral wells; inhibition, % at 12.3 µM; hit rate 0.098% among 340,000; AID 743397;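 active = mean replicate inhibition of at least 30% and at least 1% of replicates passing that level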;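 also: 0% = median of the neutral control wells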
Shn3 inh set2: reduces Shn3 3'UTR luciferase signal in osteoblasts | Clone20 osteoblast Shn3 3'UTR firefly luciferase, 24 h | inhibition, % at 12.5 µM | hit rate 0.52% among 360,000 | AID 588674;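 active = mean inhibition of at least 75% with every replicate also reaching 75%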;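 also: 0% = median of neutral control wells and 100% = pilot-screen positive control compound; some compounds past the cut are filed as inactive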
NR2E3 ag-1: NR2E3 (human) agonism; GST-NR2E3/biotin-RetCOR TR-FRET, 1536-well; inhibition of corepressor binding, % at 4.78 µM; AID 2300; hit rate 0.12% among 320,000; Q9Y5X4;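 active = percent inhibition above the cutoff of mean plus 3 SD of all tested compounds, set per screening campaign, cut at about 20% in these data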;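 also: 0% = DMSO wells and 100% = biotin wells as full block of FRET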
Target sequence (Q9Y5X4 whole entry, looked up): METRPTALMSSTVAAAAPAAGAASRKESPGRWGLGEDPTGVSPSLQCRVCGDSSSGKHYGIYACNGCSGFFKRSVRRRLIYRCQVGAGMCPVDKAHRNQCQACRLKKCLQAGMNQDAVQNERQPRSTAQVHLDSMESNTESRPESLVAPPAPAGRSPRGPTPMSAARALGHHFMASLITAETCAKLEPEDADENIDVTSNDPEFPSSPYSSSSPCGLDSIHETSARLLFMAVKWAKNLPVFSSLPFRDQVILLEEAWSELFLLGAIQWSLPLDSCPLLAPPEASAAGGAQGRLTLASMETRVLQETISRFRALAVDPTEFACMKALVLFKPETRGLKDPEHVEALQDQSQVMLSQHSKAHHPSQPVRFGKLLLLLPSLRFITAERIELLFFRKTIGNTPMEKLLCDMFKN
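Material – GST-tagged NR2E3 plus biotinylated RetCOR corepressor · Quantity – NR2E3 fusion 1.35 nM · Times – 5 h incubation at 4 °C · Medium – pH 7.5 Tris-based buffer · Technique – TR-FRET, Eu(K)-anti-GST donor, streptavidin-D2 acceptor, ex 340, em 617/671 nm · Benchmarks – high control biotin, low control 0.6% DMSO · Format – 1536-well plates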
KKLEB tox: CF airway cell cytotoxicity counter-screen; KKLEB CF airway cells viability, ATPlite luminescence, overnight; active compounds read low; cells stimulated with P. aeruginosa culture filtrate; activity change (cytotoxicity), % at 5 µM; hit rate 0.36% among 360,000; AID 602141;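 active = corrected activity change at or below -50% at 5 µM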
PDI turbidity: inhibitors of human protein disulfide isomerase. P07237. PDI insulin aggregation turbidity, A650, 90 min. inhibition, % at 10 µM. hit rate 0.052% among 350,000;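 active = mean inhibition across replicates of 30% or more, whatever share of single replicates reach that level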;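 also: absorbance from insulin aggregation driven by PDI reduction with DTT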
Target sequence (P07237 whole entry, looked up): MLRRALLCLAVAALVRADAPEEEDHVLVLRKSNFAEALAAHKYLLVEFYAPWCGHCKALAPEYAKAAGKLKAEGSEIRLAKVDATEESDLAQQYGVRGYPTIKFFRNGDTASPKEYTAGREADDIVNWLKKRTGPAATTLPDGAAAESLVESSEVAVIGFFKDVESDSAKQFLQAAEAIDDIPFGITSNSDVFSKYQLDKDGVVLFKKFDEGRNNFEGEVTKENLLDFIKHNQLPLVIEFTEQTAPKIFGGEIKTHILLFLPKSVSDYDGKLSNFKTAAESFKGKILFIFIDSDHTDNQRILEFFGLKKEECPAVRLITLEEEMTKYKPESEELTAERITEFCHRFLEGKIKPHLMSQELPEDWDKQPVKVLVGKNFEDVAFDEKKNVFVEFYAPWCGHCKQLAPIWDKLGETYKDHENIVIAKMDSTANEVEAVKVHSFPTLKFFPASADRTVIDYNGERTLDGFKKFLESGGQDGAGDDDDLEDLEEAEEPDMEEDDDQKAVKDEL
Vif imaging: HIV Vif inhibition; HEK293T cells, Vif self-association by quenched fluorescence, imaging, 24 h; inhibition, % at 7.49 µM; hit rate 0.35% among 340,000; AID 602346; in the data active = inhibition above about 50%, passing the limit was not always enough; also: some results filed as inactive read as strong as hits
HIF-2a block: HIF-2a inhibition. 786-0 RCC cells HIF-2a reporter, luciferase luminescence, overnight. inhibition, % at 18.8 µM. hit rate 0.72% among 360,000. AID 624352;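 active = inhibition of the luminescence signal of 40% or more relative to plate controls, in a single-dose primary screen at 18.75 µM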
TRPM1 prom inh: reduces MITF-dependent TRPM1 promoter luciferase signal | inhibition, % at 12.5 µM | hit rate 0.83% among 330,000 | SK-MEL-5 TRPM1 promoter luciferase, 24 h;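 active = mean inhibition across replicates of 60% or more, whatever share of single replicates reaches that level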; also: values of inactives mirror those of a sister screen read the other way
NR2E3 ag-2: human photoreceptor-specific nuclear receptor agonism. hit rate 0.35% among 360,000. CHO-S Gal4-NCOR/VP16-NR2E3 two-hybrid, luciferase. AID 602229. inhibition of corepressor binding, % at 3.98 µM;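 active = inhibition above the mean of all tested compounds plus 3 SD, cut at about 70% in these data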;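 also: 0% = DMSO with NR2E3 transfected cells and 100% = cells lacking NR2E3 construct; higher means lower luciferase signal from less NR2E3 corepressor binding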
Peg3 prom inh: inhibitors of Peg3 promoter | HeLa PEG-Prom luciferase reporter, luminescence, overnight | hit rate 1.7% among 360,000 | AID 588405 | inhibition, % at 20 µM;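 active = inhibition of at least 50% at 20 µM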
Numbers without * were called inactive. Random draw from the library; 3.3% or so of the library scored in one or more.

Screening CC(Sc1nnc(-c2ccc(O)cc2)o1)C(=O)Nc1cccc2ccccc12 (configuration not stated) returned CF NFkB block -9, CaV13 ICDI inh -5, Shn3 inh set2 -35, NR2E3 ag-1 0, KKLEB tox 3, PDI turbidity 21, Vif imaging 4, HIF-2a block -52, TRPM1 prom inh -19, NR2E3 ag-2 -28 and Peg3 prom inh -48.
Screening CCn1c(SCC(=O)N2CCCC(C)C2)nnc1-c1ccco1 (configuration not stated) returned CF NFkB block 4, CaV13 ICDI inh -2, Shn3 inh set2 -19, NR2E3 ag-1 1, KKLEB tox 7, PDI turbidity 1, Vif imaging 6, HIF-2a block 11, TRPM1 prom inh 6, NR2E3 ag-2 -14 and Peg3 prom inh 18.
For Cn1c(NCC(O)CO)nc2c1c(=O)n(Cc1ccc(Cl)c(Cl)c1)c(=O)n2C (configuration not stated) the results were CF NFkB block 12, Shn3 inh set2 10, NR2E3 ag-1 3, KKLEB tox -1, PDI turbidity 3, Vif imaging -4, HIF-2a block 16, TRPM1 prom inh -1, NR2E3 ag-2 -26 and Peg3 prom inh 24.
O=C(N/N=C\c1c(O)ccc2ccccc12)c1cncc(Br)c1 was read as CF NFkB block 22, CaV13 ICDI inh -12, Shn3 inh set2 87*, NR2E3 ag-1 3, KKLEB tox -9, PDI turbidity -10, Vif imaging -2, HIF-2a block -10, TRPM1 prom inh 43, NR2E3 ag-2 3 and Peg3 prom inh 65*.
`O=C(CN1CCCN(Cc2ccc(F)cc2Cl)C1=O)NC1CCCC1` gave CF NFkB block 8, CaV13 ICDI inh -16, Shn3 inh set2 6, NR2E3 ag-1 5, KKLEB tox 2, PDI turbidity 1, Vif imaging 1, HIF-2a block 2, TRPM1 prom inh 2, NR2E3 ag-2 -10 and Peg3 prom inh 11.
For CCOc1nc(-c2ccccc2)c2cc(Br)ccc2n1 the results were CF NFkB block 8, CaV13 ICDI inh -3, Shn3 inh set2 0, NR2E3 ag-1 1, KKLEB tox -8, PDI turbidity 8, Vif imaging -6, HIF-2a block 25, TRPM1 prom inh 13, NR2E3 ag-2 -17 and Peg3 prom inh 29.
COCCn1c(SCC(=O)Nc2ccccc2C)nc2c(oc3ccccc32)c1=O was read as CF NFkB block -7, CaV13 ICDI inh -6, Shn3 inh set2 11, NR2E3 ag-1 2, KKLEB tox 5, PDI turbidity -28, Vif imaging 5, HIF-2a block 10, TRPM1 prom inh 1, NR2E3 ag-2 8 and Peg3 prom inh 35.
Screening O=C(CNCC(=O)Nc1ccc(F)c(F)c1F)Nc1ccc(F)c(F)c1F returned CF NFkB block -7, CaV13 ICDI inh -15, Shn3 inh set2 -2, NR2E3 ag-1 -3, KKLEB tox 3, PDI turbidity 9, Vif imaging -7, HIF-2a block 12, TRPM1 prom inh 7, NR2E3 ag-2 -28 and Peg3 prom inh 22.
For CCOCCn1c(CC)nc2ccccc21 the results were CF NFkB block -12, CaV13 ICDI inh 2, Shn3 inh set2 -6, NR2E3 ag-1 -2, KKLEB tox 5, PDI turbidity 16, Vif imaging -2, HIF-2a block 20, TRPM1 prom inh -6, NR2E3 ag-2 5 and Peg3 prom inh 0.
COc1ccccc1NC(=O)N(CCN(C)C)Cc1cc2cc(C)ccc2[nH]c1=O was read as CF NFkB block 8, Shn3 inh set2 -10, NR2E3 ag-1 0, KKLEB tox -18, PDI turbidity -13, Vif imaging -7, HIF-2a block 9, TRPM1 prom inh 5, NR2E3 ag-2 -18 and Peg3 prom inh -5.
Screening COc1cccc2cc(C(=O)OCC(=O)NC3CCCC(C)C3C)c(=O)oc12 (configuration not stated) returned CF NFkB block -20, CaV13 ICDI inh -6, Shn3 inh set2 -57, KKLEB tox 0, PDI turbidity -3, Vif imaging 26, HIF-2a block -165, TRPM1 prom inh -52, NR2E3 ag-2 -6 and Peg3 prom inh -199.
For OCCCN1CCN(CCOc2ccccc2-c2ccccc2)CC1 the results were CF NFkB block -2, CaV13 ICDI inh -5, Shn3 inh set2 -5, NR2E3 ag-1 -2, KKLEB tox -6, PDI turbidity 19, Vif imaging 9, HIF-2a block 9, TRPM1 prom inh 0, NR2E3 ag-2 2 and Peg3 prom inh 4.
Screening CCOC(=O)N1CCN(Cc2nc3cc(NC(C)=O)ccc3n2CC)CC1 returned CF NFkB block -3, CaV13 ICDI inh -18, Shn3 inh set2 -15, NR2E3 ag-1 -2, KKLEB tox 8, PDI turbidity -5, Vif imaging 1, HIF-2a block 9, TRPM1 prom inh -2, NR2E3 ag-2 7 and Peg3 prom inh -3.
`Cn1c(-c2ccccc2)cnc1N` gave CF NFkB block 5, CaV13 ICDI inh -4, Shn3 inh set2 -16, NR2E3 ag-1 3, KKLEB tox 7, PDI turbidity 1, HIF-2a block -100, TRPM1 prom inh -18, NR2E3 ag-2 -29 and Peg3 prom inh -96.
`O=C1c2ccccc2C(=O)N1CCCCc1cn(C[C@H]2CC[C@@H]([C@@H]3CC[C@H](Cn4cc(CCCCN5C(=O)c6ccccc6C5=O)nn4)O3)O2)nn1` gave CF NFkB block -14, CaV13 ICDI inh -6, Shn3 inh set2 17, KKLEB tox 0, PDI turbidity 4, Vif imaging -4, HIF-2a block 2, TRPM1 prom inh -8, NR2E3 ag-2 13 and Peg3 prom inh 15.

Overlap with the part before: 3 entries, followed by the next part.
Screening CCOC(=O)N1CCN(Cc2nc3cc(NC(C)=O)ccc3n2CC)CC1 returned CF NFkB block -3, CaV13 ICDI inh -18, Shn3 inh set2 -15, NR2E3 ag-1 -2, KKLEB tox 8, PDI turbidity -5, Vif imaging 1, HIF-2a block 9, TRPM1 prom inh -2, NR2E3 ag-2 7 and Peg3 prom inh -3.
`Cn1c(-c2ccccc2)cnc1N` gave CF NFkB block 5, CaV13 ICDI inh -4, Shn3 inh set2 -16, NR2E3 ag-1 3, KKLEB tox 7, PDI turbidity 1, HIF-2a block -100, TRPM1 prom inh -18, NR2E3 ag-2 -29 and Peg3 prom inh -96.
`O=C1c2ccccc2C(=O)N1CCCCc1cn(C[C@H]2CC[C@@H]([C@@H]3CC[C@H](Cn4cc(CCCCN5C(=O)c6ccccc6C5=O)nn4)O3)O2)nn1` gave CF NFkB block -14, CaV13 ICDI inh -6, Shn3 inh set2 17, KKLEB tox 0, PDI turbidity 4, Vif imaging -4, HIF-2a block 2, TRPM1 prom inh -8, NR2E3 ag-2 13 and Peg3 prom inh 15.
Cn1cc(CN2CCC(C(=O)N3CCCC3)CC2)c(-c2ccccc2F)n1 was read as CF NFkB block 15, CaV13 ICDI inh -5, Shn3 inh set2 -17, NR2E3 ag-1 -3, KKLEB tox 0, PDI turbidity 1, Vif imaging 6, HIF-2a block 15, TRPM1 prom inh -4, NR2E3 ag-2 7 and Peg3 prom inh 5.
`COc1ccc(N(C(=O)c2ccco2)S(=O)(=O)c2cccc([N+](=O)[O-])c2)cc1` gave CF NFkB block 36, CaV13 ICDI inh -7, Shn3 inh set2 -2, NR2E3 ag-1 -2, KKLEB tox 0, PDI turbidity -2, Vif imaging 1, HIF-2a block -24, TRPM1 prom inh -7, NR2E3 ag-2 -3 and Peg3 prom inh 13.
Screening Cc1cc(C)n2[nH]c(=O)c(N=Nc3cccc(C(F)(F)F)c3)c2n1 returned CF NFkB block 0, CaV13 ICDI inh -5, Shn3 inh set2 0, NR2E3 ag-1 -5, KKLEB tox 2, PDI turbidity -19, Vif imaging -9, HIF-2a block 19, TRPM1 prom inh 9, NR2E3 ag-2 -1 and Peg3 prom inh 10.
`CC1=C(n2nnc3ccccc32)C(c2ccccc2)C(C#N)=C(N)O1` (configuration not stated) gave CF NFkB block 7, Shn3 inh set2 6, NR2E3 ag-1 0, KKLEB tox 3, PDI turbidity 5, Vif imaging 1, HIF-2a block 7, TRPM1 prom inh -1, NR2E3 ag-2 2 and Peg3 prom inh 5.
`C/C(NC1CCCC1)=C(/C#N)C(N)=O` gave CF NFkB block 4, CaV13 ICDI inh -3, Shn3 inh set2 0, NR2E3 ag-1 2, KKLEB tox -7, PDI turbidity -1, Vif imaging 2, HIF-2a block 16, TRPM1 prom inh -7, NR2E3 ag-2 5 and Peg3 prom inh -2.
For CCCCCCn1cc(C(=O)O)c(=O)c2cc(F)c(N3CCN(C(=O)OCC)CC3)cc21 the results were CF NFkB block 9, CaV13 ICDI inh -2, Shn3 inh set2 -4, NR2E3 ag-1 -1, KKLEB tox -14, PDI turbidity -6, Vif imaging 10, HIF-2a block 20, TRPM1 prom inh -11, NR2E3 ag-2 -27 and Peg3 prom inh 9.
For CCn1c2ccccc2c2cc(/C=N/NC(=O)c3ccncc3)ccc21 the results were CF NFkB block -10, CaV13 ICDI inh 0, Shn3 inh set2 14, NR2E3 ag-1 0, KKLEB tox -24, PDI turbidity 1, Vif imaging 11, HIF-2a block 11, TRPM1 prom inh 4, NR2E3 ag-2 -14 and Peg3 prom inh 62*.
CCN(CC)CCCC(C)Nc1nccc2c(Cl)cccc12 (configuration not stated) was read as CF NFkB block -13, CaV13 ICDI inh -6, Shn3 inh set2 5, KKLEB tox -9, PDI turbidity 0, Vif imaging 4, HIF-2a block 5, TRPM1 prom inh -13, NR2E3 ag-2 16 and Peg3 prom inh 17.
For O=c1ccc2cc([N+](=O)[O-])c(CCO)cc2o1 the results were CF NFkB block -8, CaV13 ICDI inh -10, Shn3 inh set2 2, NR2E3 ag-1 -1, KKLEB tox -12, PDI turbidity -6, Vif imaging -10, HIF-2a block 14, TRPM1 prom inh 9, NR2E3 ag-2 17 and Peg3 prom inh -4.
For CCN1CCN(c2nc(Nc3cc(OC)ccc3OC)nc(Nc3cc(OC)ccc3OC)n2)CC1 the results were CF NFkB block 15, CaV13 ICDI inh -13, Shn3 inh set2 10, NR2E3 ag-1 -3, KKLEB tox -17, PDI turbidity -4, Vif imaging 1, HIF-2a block 25, TRPM1 prom inh 44, NR2E3 ag-2 -36 and Peg3 prom inh 52*.
CC(=O)c1cccc(NC(=O)[C@@H](NC(N)=O)C(C)C)c1 was read as CF NFkB block -11, CaV13 ICDI inh -4, Shn3 inh set2 1, NR2E3 ag-1 1, KKLEB tox 6, PDI turbidity 9, Vif imaging 22, HIF-2a block 13, TRPM1 prom inh 16, NR2E3 ag-2 9 and Peg3 prom inh 12.
Screening CCOc1ccccc1NC(=O)COC(=O)c1c[nH]c2ccccc12 returned CF NFkB block 33, CaV13 ICDI inh -5, Shn3 inh set2 4, KKLEB tox -29, PDI turbidity -8, Vif imaging 9, HIF-2a block 35, TRPM1 prom inh 35, NR2E3 ag-2 13 and Peg3 prom inh 21.
